Assay outcomes: PubChem, National Center for Advancing Translational Sciences (NCATS)
FBPA Giardia inh = Giardia lamblia aldolase inhibition; purified Giardia FBPA; A8B2U2; actives 0.71% (n = 290,000); Potency, µM (highest dose often 59.6 µM), for inactives: at the top dose activity, negative = inhibition, most hits filed as inhibitors; AID 2451; further: potency means the concentration at half of the fitted maximal effect; on the % scale 0 is the no-effect control and ±100 the full control effect; nearly all actives have a fitted effect of over 55% in size
Target sequence (A8B2U2 whole entry, looked up): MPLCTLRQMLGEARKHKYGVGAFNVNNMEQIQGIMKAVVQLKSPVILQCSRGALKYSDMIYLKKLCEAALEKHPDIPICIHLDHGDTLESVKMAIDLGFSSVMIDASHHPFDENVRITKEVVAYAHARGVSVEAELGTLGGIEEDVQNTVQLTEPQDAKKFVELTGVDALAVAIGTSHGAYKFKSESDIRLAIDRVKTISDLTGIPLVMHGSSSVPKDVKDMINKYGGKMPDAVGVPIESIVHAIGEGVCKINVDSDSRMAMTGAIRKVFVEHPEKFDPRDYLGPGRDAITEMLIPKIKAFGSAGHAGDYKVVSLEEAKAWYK
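40 nM FBPA preincubated 10 min at RT with compound (up to 57.5 uM final), then substrate plus GAPDH/TPI/NAD/arsenate coupling and diaphorase/resazurin added. Fluorescence read after 20 min at RT, 525/598 nm.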
Sm TGR block = inhibitors of Schistosoma mansoni thioredoxin glutathione reductase | AID 485364 | Q962Y6 | Potency, µM (highest dose often 114 µM), without a hit: at the highest dose activity change, negative = inhibition, most hits filed as inhibitors | purified TGR, DTNB reduction, TNB absorbance 405 nm | actives 3% (n = 360,000); further: potency means the concentration at half of the fitted maximal effect; on the % scale 0 is the no-effect control and ±100 the full control effect; nearly all actives have a fitted effect of over 60% in size
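Kinetic colorimetric format: TGR-catalysed, NADPH-driven DTNB reduction monitored via TNB absorbance. Enzyme dispensed at 20 nM; compound exposure 15 min at room temperature before reaction start.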
Pf growth 96h = P. falciparum growth inhibition at 96 hour, primary screen for plastid delayed-death inhibitors; Potency, µM (doses to about 28.7 µM), without a hit: at the highest dose activity change, negative = inhibition, hits mostly inhibitors; P. falciparum luciferase reporter growth, 96 h; actives 6.9% (n = 320,000); further: potency means the concentration at half of the fitted maximal effect; on the % scale 0 is the no-effect control and ±100 the full control effect
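Erythrocytes infected with luciferase-expressing P. falciparum were dispensed at 2% hematocrit and 0.05% parasitemia (final), then incubated with compounds 96 hours at 37 C in 5% CO2. Luminescence after detection reagent addition reported growth.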
Pf growth 48h = P. falciparum growth inhibition at 48 hours (one generation). P. falciparum luciferase growth in erythrocytes, 48 h. AID 504832. actives 5.9% (n = 310,000). Potency, µM (doses to about 28.7 µM), for the others: at the top dose activity change, negative = inhibition, actives largely listed as inhibitors; further: potency means the concentration at half of the fitted maximal effect; on the % scale 0 is the no-effect control and ±100 the full control effect
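Luciferase-expressing P. falciparum in infected erythrocytes (2% hematocrit, 0.1% parasitemia final) in RPMI 1640/0.5% Albumax were exposed to compound for 48 hours at 37 C, 5% CO2; growth read as luminescence.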
Cycloheximide cs = counter-screen hit for Shiga toxin inhibitors, cycloheximide. AID 2314. cell reporter, cycloheximide protein synthesis inhibition counterscreen. max response, %. actives 12% (n = 300,000); in the data active means max response mostly above about 13%, no sharp cut-off; inactive means mostly below about 14%; further: read at 38.3 µM for the half of the compounds with a filed dose; 0% is about no effect
Shiga inhibitor = blocks Shiga toxin action in Vero cells; Vero cells, Shiga toxin protein synthesis inhibition reporter; inhibition, % at 38.7 µM; actives 9.2% (n = 290,000); in the data active means inhibition mostly above about 28%, no sharp cut-off; inactive means mostly below about 43%; further: 0% is about no effect
Active calls of the source: *; ? = inconclusive; · = not tested or not shown; & = joins results of further samples; [ ] = another dose, or the depositor's remark. Unless noted, the call rests on the fitted dose curve; in most records, active means well fitted curve in the direction sought with a large enough effect; inconclusive means small, poorly fitted or top-dose-only effect, or another doubt; inactive means no such curve, though single readings can be large; an effect the other way counts as inactive or inconclusive. Rows were taken by chance (roughly 24% active in at least one column).

No.	SMILES	FBPA Giardia inh	Cycloheximide cs	Pf growth 96h	Shiga inhibitor	Pf growth 48h	Sm TGR block
1	O=S(=O)(c1cccc2cccc(Cl)c12)N1CCCC1	-21%	-6	82%[activator]	-4	4%	·
2	O=C(O)c1cc(-c2cccs2)nn1-c1ccccc1	18%	-2	29%	-2	6%	5%
3	Cc1ccc(CNC(=O)CC(C)S(=O)(=O)c2cc3c(cc2C)NC(=O)CO3)cc1 (stereo not drawn)	-1%	-1	?	13	7%	-1%&0%
4	CCOc1ccc(S(=O)(=O)NCCc2cn3ccccc3n2)cc1	·	-5	?	-19	6%	-9%
5	COc1ccc(N2CCN(C(=O)CCS(=O)(=O)c3ccc(OC)cc3)CC2)cc1	7%	-2	26%	6	-2%	-15%
6	COc1cc(NC(=O)CCN2CCN(c3ccccc3F)CC2)cc(OC)c1	5%	1	?	-17	4%	-34%
7	Fc1ccc(-c2nnc(SCc3ncc(-c4ccccc4)o3)n2CC2CCCO2)cc1 (stereo not drawn)	7%	-3	0%	-13	-16%	-36%
8	CCCN(C(=O)c1cccc(S(=O)(=O)N2CCN(Cc3ccccc3)CC2)c1)C1CCS(=O)(=O)C1 (stereo not drawn)	·	·	-14%	·	?	1%
9	O=C(NCCC1=CCCCC1)c1ccc(CN2CCOCC2)cc1	1%	40*	91%[activator]	45*	345%[activator]	-21%
10	COc1ccc(-c2[nH]ncc2CNC(C)CCn2cccn2)cc1F (stereo not drawn)	2%	1	-26%	-11	20%	2%
11	Cc1ccc(S(=O)(=O)N(C)C)cc1NC(=O)COC(=O)C1=COCCO1	·	·	-12%	·	-3%	9%
12	Cc1cccc2cc(COC(=O)C3CCCO3)c(=O)[nH]c12 (stereo not drawn)	5%	-4	-22%	-2	4%	30%
13	COc1ccc(CNC(=O)c2ccc3ccccc3n2)cc1	7%	26*	?	63	?	9%
14	O=C(Nc1ccc(S(=O)(=O)Nc2nccs2)cc1)c1nn(-c2ccccc2)ccc1=O	-11%	-3	?	-5	0%	2%
15	CC(=O)Nc1cc(-c2ccc(F)cc2)[nH]n1	0%	24*	-3%	129	87%[activator]	-3%
16	CN1C(N)=NC(=O)/C1=C/c1ccc(F)cc1	3%	6	-8%	30	-4%	12%
17	COc1ccc(NC(=O)CN(c2cc(C)cc(C)c2)S(=O)(=O)c2c(C)n[nH]c2C)cc1	0%	-5	36%[activator]	-18	·	5%
18	Cc1cc(-c2ccccc2)[nH]c(=O)c1S(=O)(=O)c1ccc(Cl)cc1	4%	-3	32%[activator]	-4	21%	3%
19	CC1Cc2ccccc2N1Cc1nc2cc(C(F)(F)F)ccc2c(=O)[nH]1 (stereo not drawn)	-12%	0	?	0	?	-6%
20	CN(Cc1ccccc1F)C(=O)CNC(=O)Cc1cccc2ccccc12	·	8	?	-4	?	-15%
21	Cc1ccc(-c2nn(-c3ccccc3)cc2/C=C(\C#N)c2cccc(C#N)c2)o1	-1%	-3	·	-1	12µM*	50µM*
22	CCn1c(=O)c([N+](=O)[O-])c(N2CCSCC2)c2ccccc21	12%	-2	?	-10	-15%	0%
23	Cc1ccc(-c2nnn(CC(=O)N(Cc3cccs3)C(C(=O)NC3CCCC3)c3ccco3)n2)o1 (stereo not drawn)	1%	-2	0%	1	?	-54%
24	COc1ccc(/C=C2\SC(=S)N(CCC(=O)Nc3cccc(C(=O)O)c3)C2=O)cc1OC	11%	2	-1%	3	42%[activator]	-3%
25	CCc1cccc(CC)c1N(COC)C(=O)Cn1c(C(C)O)nc2ccccc21 (stereo not drawn)	27%	1	9.3µM*	31	0%	-9%

Other entries:
No.	SMILES	FBPA Giardia inh	Cycloheximide cs	Pf growth 96h	Shiga inhibitor	Pf growth 48h	Sm TGR block
26	Cc1ccccc1OCC(=O)NC(=S)Nc1ccc(N2CCCC2)cc1	6%	5	?	17	39%[activator]	-29%
27	COC(=O)c1sccc1NC(=O)Nc1cccc(C)c1C	·	10	4.1µM*	11	23%	11%
28	CCSc1nnc(Cc2cc(=O)[nH]c(=O)[nH]2)n1-c1ccc(Cl)cc1	0%	-6	2%	-12	-5%	-1%
29	O=C(O)C1=C[C@@H](c2ccccc2)C[C@@H](OCc2ccc(CO)cc2)O1	0%	0	34%[activator]	-15	?	?
30	O=C(NCCS(=O)(=O)N1CCN(c2cccc(Cl)c2)CC1)C1CC1	·	·	16%	·	-28%	5%
31	COc1ccc(CCNc2ncnc3sccc23)cc1OC	-1%	18	-26%	31	-25%	7%
32	Cc1ccc(C)c(C(C)NC(=O)c2ccc(Br)o2)c1 (stereo not drawn)	-4%	-1	?	25	-21%	35µM*
33	Cn1c(=O)c2c(nc(NCCNC(=O)c3ccco3)n2Cc2ccccc2Cl)n(C)c1=O	-3%	11	59%[activator]	5	·	-6%
34	CC(=O)N1c2ccc(S(=O)(=O)N3CCC(C(=O)Nc4cccc(C)n4)CC3)cc2CC1C (stereo not drawn)	5%	-4	37%[activator]	-3	?	-7%
35	COc1ccc(S(=O)(=O)N2CCCCC2)cc1NC(=O)C1CC1	·	·	?	·	-29%	-7%
36	CCOC(=O)C1CCN(CC(O)COc2ccc(S(=O)(=O)N3CCCC3)cc2[N+](=O)[O-])CC1 (stereo not drawn)	·	·	?	·	8.3µM*	-1%
37	CS(=O)(=O)N(CC(=O)Nc1ccc2c(c1)OCO2)c1ccc(Cl)cc1	-8%	36*	-24%	116*	9%	-16%
38	COc1ccc(/C=C2\SC(=N)N(c3ccc(F)cc3)C2=O)cc1	3%	-4	46%[activator]	-5	?	·
39	CCc1nnc(NC(=O)C2CC(=O)N(c3ccc(C)cc3)C2)s1 (stereo not drawn)	8%	-6	?	-13	4%	-11%
40	CCCOc1ccc(/C(O)=C2/C(=O)C(=O)N(CCN(CC)CC)C2c2ccncc2)cc1 (stereo not drawn)	3%	0	33%[activator]	13	2%	2%
41	CN(CC(=O)NCc1ccc(F)cc1)S(=O)(=O)c1ccc(Br)s1	1%	23	-23%	27	-10%	0%
42	C=CCN1C(=O)/C(=C\c2ccc(Cl)cc2)N=C1SCC(=O)NCCC	0%	-2	·	-12	18%	27%
43	C=CCN=C1SC(CC)C(=O)N1S(=O)(=O)c1ccc(C)cc1 (stereo not drawn)	1%	-2	·	-18	-11%	-14%
44	NS(=O)(=O)c1ccc(CNC(=O)c2ccc(Cl)c([N+](=O)[O-])c2)cc1	-1%	1	-2%	-1	-9%	?
45	CC1CCN(CCCCOc2ccccc2F)CC1	-26%	1	19%	-8	·	-27%
46	COc1cc(/C=C/C(=O)OC(C)C(=O)Nc2c(C)n(C)n(-c3ccccc3)c2=O)ccc1O (stereo not drawn)	·	·	-2%	·	0%	1%
47	COc1cccc(/C=C/C(=O)OCC(=O)c2c[nH]c3ccccc23)c1	·	·	?	·	?	-7%
48	CC(=O)c1oc2ccccc2c1NC(=O)COC(=O)c1ccc(-n2nc(C)cc2C)cc1	0%	-4	?	48	11%	3%
49	Cc1onc(-c2ccccc2Cl)c1C(=O)NCc1cccnc1	9%	-3	·	-9	6%	-15%
50	S=C1NCCN1	0%	-2	22%	-9	-2%	5%

Continuation:
No.	SMILES	FBPA Giardia inh	Cycloheximide cs	Pf growth 96h	Shiga inhibitor	Pf growth 48h	Sm TGR block
51	NC(=O)COc1ccccc1/C=C1/SC(=O)N(CC(=O)N2CCc3ccccc3C2)C1=O	-1%	-1	?	-3	?	7%
52	CCOCCn1c(N2CCCC2)nc2c1c(=O)[nH]c(=O)n2C	7%	1	?	·	42%	?
53	CCNC(=O)N1c2ccc(OC)cc2C(C)=CC1(C)C	?	1	-8%	16	19%	0%
54	Cc1nc2ccccc2n1CC(=O)OCC(=O)NC1CC1	4%	-3	14%	-7	0%	8%
55	Cc1ccc(S(=O)(=O)c2c(C)cc(C)[nH]c2=O)c(C)c1	-4%	-2	1%	-7	3%[0.00184 µM]	-22%
56	COCCCNC(=O)CN(c1cc(C(F)(F)F)ccc1Cl)S(C)(=O)=O	0%	5	2%	16	18%	6%
57	O=C(OC(C(=O)NCc1cccs1)c1ccccn1)c1cccs1 (stereo not drawn)	-4%	6	-11%	16	·	-25%
58	CN(C)C(=O)CNC(=O)C1CCCCC1	7%	0	41%[activator]	-5	47%[activator]	?
59	COc1ccccc1C(=O)CSc1cccc[n+]1[O-]	2%	10	?	-1	25%	0%
60	Nc1c(S(=O)(=O)c2cccs2)c2nc3ccccc3nc2n1CCc1ccccc1	-28%	0	3.3µM*	0	?	26%
61	O=C(CN1CCN(C(=O)C2CCCO2)CC1)Nc1cc(Cl)ccc1Cl (stereo not drawn)	·	5	6%	-12	?	-2%
62	C/C(=N\NC(=O)c1ccc2c(c1)OCO2)c1cccnc1	4%	37*	-7%	90*	18%	-19%
63	CCOc1ccc(C2C(C#N)=C(N)Oc3cc(C)oc(=O)c32)cc1 (stereo not drawn)	17%	-3	-10%	-1	9%	·
64	CC1CCN(C(=O)CCC(=O)Nc2nnc(C(F)(F)F)s2)CC1	-23%	13	3%	-11	-4%	-1%
65	COC(=O)[C@H](CCSC)NC(=O)Nc1ccc(OC)cc1OC	-1%	-1	·	13	10%	0%
66	CCN(CC(=O)Nc1ccc(NC(C)=O)cc1)C(=O)/C=C/c1ccccc1	·	·	22%	·	27%	5%
67	COc1ccc(S(=O)(=O)NC(C)C(=O)N2CCCCCC2)cc1 (stereo not drawn)	8%	-1	-4%	-16	·	7%
68	O=C(COc1ccc(C(=O)c2ccccc2)cc1)Nc1cccnc1	15%	11	?	-6	-6%	11%
69	Cc1c(Cl)cccc1NC(=O)C1Cc2ccccc2CN1C(=O)c1ccccc1 (stereo not drawn)	-23%	7	9.3µM*	-7	-12%	-1%
70	O=C(CSc1nnc(-c2ccccc2)o1)n1c2c(c3ccccc31)CCCC2	2%	-1	16%	-2	2%	-9%
71	CCOC(=O)C(NC(=O)c1ccccc1)=C(C)C	4%	0	-6%	16	·	-24%
72	Cc1c(C(=O)NCc2ccccn2)sc2nc(-c3ccc(F)cc3)cn12	-4%	1	?	9	?	-15%
73	Cc1nn(C(C)(C)C)c(OC(=O)c2ccc(Br)o2)c1Sc1ccccc1	0%	-2	109%[activator]	2	·	-18%
74	Cn1c(=O)c2c(nc(NCc3ccccc3)n2Cc2ccc(F)cc2)n(C)c1=O	-7%	-1	15µM*	3	?	-3%

Another view of part of the listing above.
39	CCc1nnc(NC(=O)C2CC(=O)N(c3ccc(C)cc3)C2)s1 (stereo not drawn)
  FBPA Giardia inh: 8%; Cycloheximide cs: -6; Pf growth 96h: ?; Shiga inhibitor: -13; Pf growth 48h: 4%; Sm TGR block: -11%

45	CC1CCN(CCCCOc2ccccc2F)CC1
  FBPA Giardia inh: -26%; Cycloheximide cs: 1; Pf growth 96h: 19%; Shiga inhibitor: -8; Pf growth 48h: ·; Sm TGR block: -27%

37	CS(=O)(=O)N(CC(=O)Nc1ccc2c(c1)OCO2)c1ccc(Cl)cc1
  FBPA Giardia inh: -8%; Cycloheximide cs: 36*; Pf growth 96h: -24%; Shiga inhibitor: 116*; Pf growth 48h: 9%; Sm TGR block: -16%

30	O=C(NCCS(=O)(=O)N1CCN(c2cccc(Cl)c2)CC1)C1CC1
  FBPA Giardia inh: ·; Cycloheximide cs: ·; Pf growth 96h: 16%; Shiga inhibitor: ·; Pf growth 48h: -28%; Sm TGR block: 5%
